# All columns: NCI-60 one-dose screen, growth in % after 48 h at 10 µM unless noted; 100 = growth as untreated, 0 = no growth, -100 = all killed.
# 786-0 – 786-0 renal cancer cells. hit rate 5.1% among 81,000. AID 1794775
# SN12C – SN12C renal cancer cells | hit rate 3.8% among 81,000
# OVCAR-4 – OVCAR-4 ovarian cancer cells; hit rate 3.7% among 80,000; AID 1794784
# UO-31 – UO-31 renal cancer | hit rate 5.2% among 81,000 | AID 1794768
# TK-10 – TK-10 renal cancer cells | hit rate 3.9% among 81,000
# OVCAR-5 – OVCAR-5 ovarian cancer | hit rate 2.9% among 82,000
# SK-OV-3 – SK-OV-3 ovarian cancer cells | hit rate 3.2% among 80,000
# IGROV1 – IGROV1 ovarian cancer | hit rate 4.7% among 79,000 | AID 1794786
# * marks the source's active call; other numbers are inactive results; · = not tested or not shown; & = joins results of further samples; ! = repeats disagree. The calls were made as follows: active = growth percent below 10; inactive = the rest. Rows were taken by chance; overall some 8.7% were active at least once.
SMILES,786-0,SN12C,OVCAR-4,UO-31,TK-10,OVCAR-5,SK-OV-3,IGROV1
COc1ccc(-c2nnc(COc3ccc(N=C4NC(=O)CS4)cc3)o2)cc1,98,92,82,65,115,120,98,90
O=C(c1cnn2c1NC(c1ccc(F)cc1)C2)N1CCCCC1 (stereo not given),106,104,99,90,105,102,·,103
O=c1c2ccccc2n2nnc3ccc(Cl)c1c32,97,86,103,95,107,103,101,85
Cc1cc(=O)c2cc(C(=O)c3ccccc3)ccc2[nH]1,104,121,85,94,83,95,99,124
COc1ccc(-c2cc(-c3cccn3C)c(C#N)c(=O)n2S(=O)(=O)c2ccc(C)cc2)cc1OC,88,105,95,89,96,95,112,98
COc1ccc(-n2c(-c3csc(NC(C)=O)n3)n[nH]c2=S)c(OC)c1,100,99,107,·,88,110,100,·
CC(=O)N1C(=S)NC(C)=C(C(=O)OCC(C)C)C1c1ccc2c(c1)OCO2 (stereo not given),95,95,80,92,95,99,100,112
CCCC(C)C(=O)OC1CCCC1 (stereo not given),110,105,106,85,111,104,119,107
O=C(NCc1ccccc1)C(O)C(Cc1ccccc1)N(Cc1ccccc1)Cc1ccccc1 (stereo not given),56,64,73,54,88,91,78,74
N/C(=N\c1nc2ccccc2s1)NC(=O)NCc1cccnc1,82,93,80,79,76,102,93,87
CCCCOc1ccc(N=Nc2ccc(N)nc2N)cn1,102,91,96,75,96,96,108,106
COc1cc2oc(-c3cccc(NC(=O)c4cc(N)ccc4Br)c3)cc(=O)c2c(OC)c1OC,85,90,93,72,102,104,121,95
CC1CCC(C(O)(C(=O)c2ccccc2)c2ccccc2)C(=O)C1 (stereo not given),99,113,96,96,102,99,109,113
CCOC(=O)c1ncc(-c2ccc(C(F)(F)F)cc2)c(NC2CCCCCC2)n1,99,101,91,72,111,106,98,99
C1CCN(CCN2CCCCC2)CC1,106,101,·,95,110,94,94,117
O=C(c1ccc2ccccc2c1)c1nn(-c2ccccc2)c2nc3nc(-c4cc5ccccc5o4)cc(-c4c[nH]c5ccccc45)c3c(=O)n12,80,87,85,48,146,89,83,59
CC1(C)C(=NO)C(C)(C)C1=NO,110,110,115,104,104,103,125,·
NNc1ncnc2sc3c(c12)CCN(Cc1ccccc1)C3,59,57,29,52,93,71,72,83
Cc1cc2nc3c4ccccc4n(CC(=O)O)c3nc2cc1C,106,102,97,68,174,112,81,72
c1ccc(-c2nc(-c3cccs3)no2)cc1,107,91,·,89,97,·,106,84
N#CC12C(=N)n3c(cc(=O)[nH]c3=O)C1OC13CCCCC1C2(C#N)C(=N)O3 (stereo not given),106,101,107,91,108,124,103,100
C=C(C)[C@@H]1CC[C@]2(C#N)CC[C@]3(C)[C@H](CC[C@@H]4[C@@](C)(CC/C(N)=N/O)[C@H](C(=C)C)CC[C@]43C)[C@@H]12,96,89,72,68,105,106,93,86
S=c1[nH]nc(Cc2ccccc2)c(=S)[nH]1,106,113,98,76,100,107,100,102
COc1ccc(C2=NN(C=O)C(c3ccc(OCCN(C)C)c(OC)c3)C2)cc1 (stereo not given),98,102,108,77,·,109,84,109
Cc1ccc(OCc2occc2C(=O)Nc2ccc(S(N)(=O)=O)cc2)cc1,96,91,103,68,94,89,105,84
O=C1c2cccc3cccc(c23)C(=O)N1Nc1nc(Nc2ccc(F)cc2)nc(N2CCOCC2)n1,106,99,98,72,108,98,116,109
COC(=O)c1c2c(c(C)[n+]([O-])c1C)C(=O)C=C(NCc1ccc(OC)cc1)C2=O,3.1*,-63*,-98*,-9.6*,28,-55*,8.3*,-61*
CCCCCCCCn1ccc2cc(NC(=O)Cn3cc(CN4CCN(CC)CC4)nn3)ccc21,58,64,81,47,99,94,100,89
NC(=O)N1CCCCC1,98,103,115,93,112,111,108,107
CCOC(=O)CCNc1nc(N)nc(N(C)C2CCCCC2)c1C=O,100,97,102,94,112,103,111,132
CSc1ncc(SC)c(Nc2ccc(C)c(Cl)c2)n1,90,86,·,67,107,88,87,71
CCN(CCCCCCN1CC(=O)N(CCCCCCN(CC)Cc2ccccc2OC)CC1=O)Cc1ccccc1OC,74,94,77,92,88,69,102,61
O=C(CSc1nnc2n1N=C(c1ccc(F)cc1)CS2)c1ccc(F)cc1,79,78,77,47,86,81,78,66
O=C(O)c1cccc(F)c1,106,110,·,77,106,96,111,114
C/C(=N\O)c1ccc(OCC(=O)Nc2ccc(C(=O)/C=C/c3ccc(Cl)cc3)cc2)cc1,95,87,96,82,96,100,107,·
COc1ccc(C(O)c2cnc(C)n2Cc2ccccc2)cc1 (stereo not given),119,102,·,84,113,92,98,110

# Of the compounds above, these have a COOH group:
SMILES,786-0,SN12C,OVCAR-4,UO-31,TK-10,OVCAR-5,SK-OV-3,IGROV1
Cc1cc2nc3c4ccccc4n(CC(=O)O)c3nc2cc1C,106,102,97,68,174,112,81,72
O=C(O)c1cccc(F)c1,106,110,·,77,106,96,111,114

# The results go on.
SMILES,786-0,SN12C,OVCAR-4,UO-31,TK-10,OVCAR-5,SK-OV-3,IGROV1
CCN(CC)CCOc1ccc(Nc2ncc3cc(-c4ccc(O)c(C#N)c4)c(=O)n(C)c3n2)cc1,-51*,69,89,68,97,88,65,47
CCCCC(C)NC(=O)c1ccccc1 (stereo not given),95,103,102,94,99,102,117,113
COc1ccc([C@@H]2[C@@H](Cl)C(=O)N2c2cc(OC)c(OC)c(OC)c2)cc1C,8.0*,31,39,39,71,60,30,32
CN(C)CCC(=O)C(=Cc1ccccc1Cl)C(=O)CCN(C)C,111,102,102,·,106,115,109,112
CC1=NN(C2=NC(=O)/C(=C/c3cn(-c4ccccc4)nc3-c3ccccc3)S2)C(c2ccc(N(C)C)cc2)C1 (stereo not given),75,103,107,78,93,112,100,103
COc1ccc(/C=N/NC(=O)CN2CCN(c3cc4c(cc3F)c(=O)c(C(=O)O)cn4C3CC3)CC2)cc1O,101,99,108,95,90,108,108,95
C1CCN(C2=NCCN2)CC1,96,99,103,97,98,98,109,112
Cc1ccc(NC(=O)c2ccc(Nc3ncnc4c3cnn4-c3cccc(Br)c3)cc2)cc1,76,64,63,54,104,119,98,77
Clc1cccc(Nc2ncnc3nc[nH]c23)c1,85,110,102,87,54,99,109,77
CC(CN(C)C)C(=O)c1cccs1 (stereo not given),100,104,102,89,99,108,100,99
COc1ccc2[nH]c(=O)cc(NNC(=S)Nc3ccccc3)c2c1,93,96,100,73,113,100,97,97
O=C(O)c1ccc(-c2nn(-c3ccc(C(=O)O)cc3)cc2/C=N/Nc2c(F)c(F)cc(F)c2F)cc1,112,107,111,92,98,101,98,108
O=c1[nH]c(-c2ccccc2)ncc1OCc1ccccc1,101,104,110,112,112,110,108,137
NC(Cc1cnc2ccccc2c1)C(=O)O (stereo not given),115,94,106,100,104,117,110,142
COc1ccc2cc(C(C)C(=O)Nc3ccc(-c4n[nH]c(=S)n4C4CCCCC4)cc3)ccc2c1 (stereo not given),78,73,88,-79*,96,101,105,89
CCOC(=O)c1c(C)nc2c(c1N)/C(=C/c1ccc[nH]1)C(=O)N2c1ccc(OC)cc1,96,99,91,91,97,91,97,98
COc1ccc(C(O)c2cc3c(N)c(C(=O)Nc4cccc(Cl)c4)sc3nc2C)cc1 (stereo not given),31,22,51,45,64,29,19,24
COc1ccc2c(c1)NC1=C(C(=O)OC1)C2c1cc(OC)c2c(c1)OCO2 (stereo not given),22,26,46,58,58,·,13,24
CCOC(=O)/C=C(C)/C=C/c1ccccc1,101,103,100,91,96,100,105,107
CCOC(=O)C1=C(N)N(c2ccccc2)C2=C(C(=O)CC(C)(C)C2)C1c1ccc(N2CCOCC2)cc1 (stereo not given),88,96,101,90,108,101,102,108
CC(C)(COC(=O)c1ccccc1)N1CC2CCC(C1)O2,99,96,106,73,103,98,98,104
CC1(O)CCCC1O (stereo not given),99,97,103,91,95,94,113,·
O=C1N=C2SCCN2/C1=C\c1cccc(OCc2ccc(Cl)cc2)c1,100,95,107,95,103,109,106,110
CCOC(=O)C1=CSC2=NC3=C(CCCC/C3=C\c3ccc(OC)cc3)C(c3ccc(OC)cc3)N12 (stereo not given),119,100,93,90,99,105,93,102
CCC1(C)N=C(N)Nc2nc3cc(C)c(C)cc3n21 (stereo not given),93,97,98,94,127,111,106,50
Nc1nc(-c2cccc(Cl)c2)cc(-c2cc3cc(Br)ccc3oc2=O)n1,98,92,·,·,88,97,89,·
CC/C=C\C[C@H](O)C/C=C1/C(=O)C=C[C@@H]1C/C=C\CCCC(=O)OC,-50*,-7.2*,37,-75*,-1.5*,27,36,0.5*
CCCn1cc(/C=N\N=C2\C(=O)Nc3ccc(C)cc32)c2ccccc21,65,50,42,60,107,85,88,39
C=CC(=O)Nc1cccc(-c2nc(SC)nc(NCCCC)c2C#N)c1,77,52,62,50,97,95,94,79
OCCN1CCN(CC/C=C2\c3ccccc3Sc3ccc(Cl)cc32)CC1,39,64&63,128&72,2.9*!,58,63&42,77&78,26
Cc1cc(C)c2c(c1)N(C)c1ncnc(-n3c(C)nc4cc(C)ccc43)c1CC2C (stereo not given),30,62,58,39,53,91,32,48
Cn1c(NCc2ccccc2)nc(N)c(N=O)c1=O,100,94,95,76,114,80,98,111
C=CCn1c(=O)c2cnc(Nc3ccc(N4CCN(C)CC4)cc3)nc2n1-c1cccc(C(C)(C)O)n1,14,28,20,10,14,25,-1.8*,3.1*
CC(C(=O)N1CCN(c2ccc(F)cc2)CC1)c1ccc(NS(=O)(=O)c2ccccc2)cc1 (stereo not given),106,101,93,81,102,91,96,104
CN(C)c1ccc(-c2cc(-c3ccc(Nc4nc(Nc5ccc(Cl)cc5)nc(Nc5ccc(Cl)cc5)n4)cc3)no2)cc1,37,54,42,23,48,55,80,22
Nc1ccc2c(c1)-c1ccccc1C2=O,104,104,96,90,103,103,108,96
CCOC(=O)C1=C(C(=O)OCC)N(c2ccc(OC)cc2)C(N)=C(C#N)C1c1cc(=O)[nH]c2ccccc12 (stereo not given),111,95,103,72,102,98,114,92
NC1=NN=C2N(N)C(=O)c3cnn(-c4ccccc4)c3N2c2nc(-c3ccccc3)cc(-c3ccccc3)c21,104,97,83,78,116,104,93,89
Nn1c(N=Nc2c(O)[nH]c3ccccc23)n[nH]c1=S,98,89,85,59,71,107,120,84
CCOC(=O)/C(C#N)=C\c1ccc(Cl)c(Cl)c1,111,94,114,88,109,112,107,95
Cc1ccc(S(=O)(=O)NCCNc2cc(-c3cn(C(C)(C)C)nc3-c3cccc(F)c3)ccn2)cc1,89,92,71,64,95,97,96,89
CC(=O)Oc1cccc(OC(C)=O)c1,94,86,104,80,131,101,120,36
CCOC(=O)c1ccc(NC(=O)Cn2cnc3c(N(CC)CC)ncnc32)cc1,92,90,105,90,104,88,112,98
Cc1ccc(S(=O)(=O)N[C@H]2CC[C@H]3[C@@H]4CCc5cc(O)ccc5[C@H]4CC[C@]23C)cc1,78,73,68,35,89,90,92,·
CC12OC1C(=O)c1ccccc1C2=O (stereo not given),104,98,·,81,112,101,106,115
O=c1cc(/C=N\Nc2ccccc2)[nH]c(=O)[nH]1,94,99,115,70,98,98,100,107
CCC(C)c1c(N)n(S(=O)(=O)c2ccc(C)cc2)oc1=O (stereo not given),119,106,109,89,101,99,113,89
N#Cc1ccc(OC(=O)Nc2ccc(Br)cc2)cc1,100,94,99,98,107,107,97,109
Cc1ccc(-c2csc(NC(=O)c3cc(-c4ccc(Br)cc4)nc4ccc(Cl)cc34)n2)cc1,90,90,87,64,114,99,81,58
COc1ccc2c(c1OC)C(=O)O[C@@H]2[C@H]1c2c(c(C#CC#Cc3c4c(c(OC)c5c3OCO5)[C@H]([C@H]3OC(=O)c5c3ccc(OC)c5OC)N(C)CC4)c3c(c2OC)OCO3)CCN1C,87,99,100,88,97,91,83,104
COc1ccc([N+](=O)[O-])cc1NC(=O)OC(C)C,102,99,92,83,94,95,104,99
C#Cc1nc(C(C)=O)cs1,99,102,105,90,104,107,93,101
COc1ccc(C(=O)/C=C/c2cc(F)cc(C(F)(F)F)c2)cc1S(N)(=O)=O,-81*,-69*,-98*,-93*,-12*,-60*,42,-54*
O=C(O)CNC(c1ccccc1)(c1ccccc1)c1ccccc1,103,93,104,67,105,97,94,·

# Reprinted from above, seven compounds:
SMILES,786-0,SN12C,OVCAR-4,UO-31,TK-10,OVCAR-5,SK-OV-3,IGROV1
O=c1cc(/C=N\Nc2ccccc2)[nH]c(=O)[nH]1,94,99,115,70,98,98,100,107
CCC(C)c1c(N)n(S(=O)(=O)c2ccc(C)cc2)oc1=O (stereo not given),119,106,109,89,101,99,113,89
N#Cc1ccc(OC(=O)Nc2ccc(Br)cc2)cc1,100,94,99,98,107,107,97,109
Cc1ccc(-c2csc(NC(=O)c3cc(-c4ccc(Br)cc4)nc4ccc(Cl)cc34)n2)cc1,90,90,87,64,114,99,81,58
COc1ccc2c(c1OC)C(=O)O[C@@H]2[C@H]1c2c(c(C#CC#Cc3c4c(c(OC)c5c3OCO5)[C@H]([C@H]3OC(=O)c5c3ccc(OC)c5OC)N(C)CC4)c3c(c2OC)OCO3)CCN1C,87,99,100,88,97,91,83,104
COc1ccc([N+](=O)[O-])cc1NC(=O)OC(C)C,102,99,92,83,94,95,104,99
C#Cc1nc(C(C)=O)cs1,99,102,105,90,104,107,93,101

# Bioassay records from PubChem BioAssay.
